# Screens deposited in PubChem BioAssay by several laboratories.
# RPL19A TOR yeast = RPL19A-GFP expression modulators in yeast, primary screen, cell-based, S. cerevisiae, multiplex flow cytometry, MLPCN; S. cerevisiae RPL19A-GFP strain, 3 h; active compounds read low; percent response vs DMSO, % at 10 µM; hit rate 0.3% among 330,000; AID 2025, 2009;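 active = percent response vs DMSO below 50%; inconclusive = fewer than 70 events counted for the yeast strain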;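 also: median channel GFP fluorescence of the barcoded RPL19A-GFP strain; ratio of sample median GFP to plate DMSO average so 100% = DMSO; lower means less RPL19A-GFP as with rapamycin TOR inhibition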
# procasp7 counter = procaspase-7 activators, primary screen, counter-screen for procaspase-3 activator project, biochemical, absorbance, HTS, human; Caspase-7 (Homo sapiens), P55210; recombinant procaspase-7, Ac-DEVD-pNA absorbance 405 nm; D23A/D198A/D206A triple mutant, cannot self-cleave; scale: DMSO 0, 5 µM enzyme 100; activation, % at 8.5 µM; hit rate 0.093% among 330,000; AID 463210, 2010;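 active = percent activation above the screen-wide mean plus 3 SD, cut at about 25% in these data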
# Target sequence (P55210 whole entry D23A/D198A/D206A): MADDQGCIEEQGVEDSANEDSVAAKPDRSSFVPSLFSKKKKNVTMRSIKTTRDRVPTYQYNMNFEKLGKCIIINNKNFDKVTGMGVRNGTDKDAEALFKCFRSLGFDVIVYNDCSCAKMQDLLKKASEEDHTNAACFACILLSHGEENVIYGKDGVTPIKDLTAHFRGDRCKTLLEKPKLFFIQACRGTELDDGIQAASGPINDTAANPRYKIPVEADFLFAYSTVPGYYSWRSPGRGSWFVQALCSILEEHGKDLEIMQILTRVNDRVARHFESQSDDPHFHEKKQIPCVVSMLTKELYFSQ
#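 Material: Procaspase-7 triple mutant (PC-7 D3A) | Quantity: 2 µM procaspase-7 mutant as dispensed | Reagent: DEVD-pNA substrate | Times: 1 h preincubation, 2 h reaction | Technique: 405 nm absorbance of p-nitroaniline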
# proCasp3 act = activators of human procaspase-3 D3A mutant, primary screen, biochemical, absorbance, PC-3 D3A mutant, single concentration. activation, % at 8.5 µM. Caspase-3 (Homo sapiens), P42574. hit rate 0.11% among 330,000. AID 463141, 2010. recombinant procaspase-3 D3A, Ac-DEVD-pNA absorbance 405 nm;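 active = activation above the mean of all tested compounds plus 3 SD, cut at about 21% in these data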;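 also: 0% = DMSO alone and 100% = DMSO wells spiked with extra 5 µM PC-3 D3A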
# Target sequence (P42574 whole entry D9A/D28A/D175A): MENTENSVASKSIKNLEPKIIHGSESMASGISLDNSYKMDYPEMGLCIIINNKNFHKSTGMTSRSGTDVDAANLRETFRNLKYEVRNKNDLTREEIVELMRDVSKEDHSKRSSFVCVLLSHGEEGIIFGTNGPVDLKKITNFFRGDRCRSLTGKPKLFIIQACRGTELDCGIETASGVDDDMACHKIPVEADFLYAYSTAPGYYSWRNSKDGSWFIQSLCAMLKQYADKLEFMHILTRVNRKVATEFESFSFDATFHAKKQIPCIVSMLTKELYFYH
#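 Assay system – Procaspase-3 D3A mutant, all three cleavage aspartates alanine · Controls – DMSO-only low control, 5 µM PC-3 D3A high control · Schedule – 1 h compound preincubation, 2 h substrate hydrolysis at 25 °C · Signal – 405 nm absorbance of p-nitroaniline, reads at 0 and 120 min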
# AHR activator = AHR activators, primary screen, cell-based, luminescence, luciferase reporter, human; AHR-responsive luciferase reporter cells; Aryl hydrocarbon receptor (Homo sapiens), P35869; activation, % at 5 µM; hit rate 2.5% among 320,000; AID 2796, 2010; in the data active = activation above about 47%;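 also: 0% = vehicle wells and 100% = reference agonist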
# AGP1-GFP MLPCN = modulators of AGP1-GFP expression in yeast TOR pathway, primary screen, cell-based, multiplex flow cytometry, S. cerevisiae, MLPCN library | GFP response vs DMSO, % at 10 µM | 3 h; GFP as percent of DMSO wells | hit rate 0.02% among 320,000;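 active = GFP response relative to DMSO above a set limit, near screen average plus 3 SD, cut at about 150% in these data; inconclusive = fewer than 70 cells counted for the yeast strain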;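 also: median GFP channel fluorescence of the gated AGP1 strain per well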
# MEP2-GFP yeast = modulators of MEP2-GFP levels in yeast, primary screen, S. cerevisiae, multiplex flow cytometry, MLPCN library; GFP response vs DMSO, % at 10 µM; hit rate 0.51% among 330,000; AID 2016, 2009; S. cerevisiae MEP2-GFP strain, 3 h; 100% = DMSO control level;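 active = GFP response versus DMSO above a set limit, roughly screen mean plus 3 SD, cut at about 180% in these data; inconclusive = fewer than 70 cells counted for a yeast strain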;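 also: median GFP fluorescence of the barcode-gated MEP2-GFP cells per well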
# CIT2-GFP yeast = modulators of CIT2-GFP expression in yeast, primary screen, S. cerevisiae, GFP fusion, multiplex flow cytometry, MLPCN library; S. cerevisiae CIT2-GFP strain, 3 h; 100 means same as DMSO wells; AID 2029, 2009; GFP response vs DMSO, % at 10 µM; hit rate 0.065% among 320,000;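 active = GFP response relative to DMSO above a set limit, near the screen mean plus 3 SD, cut at about 150% in these data; inconclusive = Fewer than 70 cells measured for a yeast strain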;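 also: ratio of well median GFP fluorescence to mean of DMSO wells on the plate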
# LAP4 TOR yeast = modulators of LAP4-GFP expression in yeast, primary screen, S. cerevisiae, multiplex flow cytometry, MLPCN library; 3 h; median GFP as percent of DMSO wells; GFP response vs DMSO, % at 10 µM; hit rate 0.34% among 320,000;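 active = GFP response vs DMSO above a set limit, about the screen mean plus 3 SD, cut at about 150% in these data; inconclusive = under 70 cell events counted for the yeast strain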
# * marks the source's active call; other numbers are inactive results; ? = inconclusive; . = not tested or not shown; [ ] = remark or other dose.
SMILES,RPL19A TOR yeast,procasp7 counter,proCasp3 act,AHR activator,AGP1-GFP MLPCN,MEP2-GFP yeast,CIT2-GFP yeast,LAP4 TOR yeast
CC(C)n1c(NCc2ccccc2O)nc2ccccc21,102,8,-7,0,103,108,104,95
O=C(c1cccnc1)n1nc(NCc2ccccc2)nc1NCc1ccccc1,91,9,5,10,103,104,96,118
CN(C(=O)COC(=O)c1cc(Br)c(Br)s1)C1CCS(=O)(=O)C1 (configuration not stated),106,0,14,0,109,107,107,105
O=S(=O)(NCCc1ccccc1)c1ccc(S(=O)(=O)N2CCCCC2)cc1,95,0,13,2,95,99,98,92
O=C(/C=C/c1cn(-c2ccccc2)nc1-c1ccc2c(c1)OCCO2)NCCO,96,-6,0,4,100,91,96,97
O=C(COC(=O)Cn1nnc(-c2ccccc2)n1)Nc1cc(F)ccc1F,98,5,5,0,98,98,101,94
O=C(CCCn1c(=S)[nH]c2ccc(Br)cc2c1=O)N1CCN(c2ccccn2)CC1,98,6,-5,11,101,97,91,96
O=C(COC(=O)/C=C/c1ccc(Cl)cc1)NCCc1ccccc1,101,4,6,-1,97,102,96,100
Cc1c(C(=O)N/N=C/c2ccncc2)no[n+]1[O-],98,4,-1,2,94,96,99,88
Cc1c(Br)cc(C(=O)OC2CCN(C)CC2)c(C)c1C,106,-5,11,-1,104,108,108,114
COc1ccc(C2(CNC(=O)/C=C\c3ccco3)CCCC2)cc1OC,100,-7,-12,6,106,101,101,104
CCCCNC(=O)NNC(=O)c1cc(C)on1,102,0,-3,1,112,101,100,108
CN(C)S(=O)(=O)c1ccc(NC(=O)Cc2ccc(S(=O)(=O)N3CCOCC3)s2)cc1,85,4,0,1,91,96,94,89
CCCN(CCC)S(=O)(=O)c1ccc(C)cc1,104,0,5,-3,95,99,97,114
Cc1ccc(CSc2ncnc3c2cnn3-c2ccc(C)cc2)cc1,100,-1,-11,3,98,105,88,111
CCn1c(O)c(N=NC(=O)CNc2cccc(C)c2)c2ccccc21,74[may fluoresce violet],4,-8,26,15[may fluoresce violet],525*[may fluoresce violet],?,90[may fluoresce violet]
CC(C)(C)NC(=O)CN(C(=O)c1csnn1)c1cccc2c1CCCC2,108,-2,-2,-2,78,107,89,111
COc1ccc(N=CC2=C(O)CC(c3ccccc3)CC2=O)c(OC)c1 (configuration not stated),100,-31,-17,116*,90,103,94,97
Cc1cc(OCC(=O)NCCc2ccc(S(N)(=O)=O)cc2)c2c(C)cc(=O)oc2c1,94,1,1,1,94,106,101,90
CSc1cccc(NC(=O)/C=C/c2ccco2)c1,104,-12,-11,20,93,99,99,106
CC(CCc1ccccc1)N(C)CC(O)c1cccc([N+](=O)[O-])c1 (configuration not stated),105,9,-1,2,114,111,101,109
Cc1ccc(CSc2ncccc2C(=O)O)cc1,87,-3,-4,0,86,96,69,79
Cc1ccc(CNC(=O)CC(C)S(=O)(=O)c2cc3c(cc2C)NC(=O)CO3)cc1 (configuration not stated),100,6,6,0,107,106,102,110
Cc1cc(C)c2sc(C)[n+](CCCS(=O)(=O)[O-])c2c1,97,-18,-25,-3,102,98,103,104
CCCn1c(SCC(=O)Nc2cc(Cl)ccc2Cl)n[nH]c1=O,100,3,-6,5,100,98,98,101
COc1ccccc1CN1CC(C(=O)NCCC2=CCCCC2)CCC1=O (configuration not stated),93,-3,5,2,96,96,93,96
O=[N+]([O-])C1=C(Nc2cccc3ccccc23)CS(=O)(=O)C1,98,-9,-6,14,107,109,104,103
Cc1ccc(Cc2nc3ccccc3[nH]2)cc1,100,.,.,.,98,99,94,90
COc1ccc(C(=O)/C=C/Nc2cccc(C)n2)cc1OC,108,-3,-5,-3,105,107,118,117
C/C(Cl)=C/CSc1nn2c(=O)c3ccccc3nc2s1,97,5,-4,14,87,93,83,87
COc1ccc(CNC(=O)COC(=O)CCc2nc3ccccc3c(=O)[nH]2)cc1,105,0,3,0,111,109,117,111
COC(=O)CSc1nc2cc3c(cc2cc1C)OCO3,98,16,2,1,99,101,110,102
CCN(CCO)C(=O)C(c1ccccc1)c1ccccc1,98,4,6,-1,96,97,92,93
CNC(C)c1cc(OC)ccc1OC (configuration not stated),101,3,9,1,104,100,103,94
O=C(NC(=S)Nc1ccc(N2CCOCC2)cc1)c1cccc(Cl)c1,101,-17,-13,10,91,100,99,108
O=C(Nc1ccc2c(c1)OCCO2)c1cncc(Br)c1,96,5,5,18,95,98,90,113
Cc1ccc(NC(=O)CN(C)C(=O)CSc2nncn2C)cc1,102,3,-2,1,101,103,111,97
COc1cc(C(=O)OCC(=O)Nc2c(C)n(C)n(-c3ccccc3)c2=O)c([N+](=O)[O-])cc1OC,99,12,1,1,95,98,92,95
Cc1oc(/N=C/c2cccc3ccccc23)c(C#N)c1C,92,-3,-4,5,95,94,89,100
COc1ccc(C2=NCCNC(C(F)(F)F)=C2)cc1,106,-7,1,3,104,110,105,98
COc1cc2c(cc1OC)CN(c1nc(CN3CCOCC3)nc3sc4c(c13)CCCC4)CC2,105,-4,0,3,99,104,97,107
COc1cccc(C(=O)O[C@H]2[C@H](Cc3ccccc3)NS(=O)(=O)[C@H]3C[C@@H]4C=C[C@]23O4)c1,102,4,-3,2,106,99,98,110
O=C(CCCN=C1NS(=O)(=O)c2ccccc21)OCc1ccc(F)cc1,100,1,10,1,102,98,92,107
O=[N+]([O-])c1ccc(-n2nncc2-c2ccccc2)cc1,108,-5,-4,-3,93,111,100,108
COc1ccc2c(Cl)c(C(=O)NN)sc2c1,97,-9,-3,4,97,102,91,111
COc1cc(C(=O)Oc2cccc(Nc3ncnc4ccccc34)c2)cc(OC)c1OC,102,-8,1,0,101,109,99,110
Cc1c(C(=O)OCC(=O)N(C)Cc2ccc(Cl)cc2)oc2ccccc12,99,7,-1,1,104,103,97,102
C#CCOCCOCCOCCNc1nc(N2CCN(C(=O)[C@H](CCCN=C(N)N)n3cc(C(N)[C@H](C)CC)nn3)CC2)nc(N2CCN(C(=O)[C@H](CC(N)=O)n3cc(C(N)[C@@H](C)CC)nn3)CC2)n1 (some centres not stated),92,9,-2,-1,93,87,95,91
O=C(Cc1ccc(F)cc1)NCc1cccnc1,106,3,-5,0,102,104,103,92
CCOc1cc(/C=N/O)ccc1OCc1ccccc1F,97,0,4,50*,87,97,80,101
CC(C)C(=O)Nc1cccc(C(=O)Nc2nnc(C(C)(C)C)s2)c1,96,5,12,-1,97,94,103,93
COC(=O)COC(=O)c1ccc(O)cc1,102,5,-4,7,104,100,102,96
O=C(COc1ccc(Cl)cc1)N1CCN(S(=O)(=O)c2ccc(Cl)cc2)CC1,106,0,-5,2,111,107,110,101
C=C(C)Cn1c(SCC(=O)N/N=C/c2ccccc2)nc2ccccc2c1=O,104,-4,-1,23,95,99,101,91
O=C1/C(=C/c2ccccc2F)SC(=S)N1CC(=O)N1CCCCC1c1cccnc1 (configuration not stated),98,-18,-1,3,97,102,97,96
COc1ccc(OC)c(Nc2nc(-c3sc(NC(=O)CC(C)C)nc3C)cs2)c1,101,-8,-2,73*,92,94,93,111
S=C(NCc1ccccc1)NNc1ccccc1,91,0,-6,3,80,64,91,110
Cc1ccc(S(=O)(=O)N/N=C\c2ccc3c(c2)OCO3)cc1C,102,-15,-2,3,103,103,101,100
O=C(NCc1ccc(Cl)cc1)C1CCN(S(=O)(=O)c2cccnc2)CC1,104,6,-6,2,110,103,101,103
COc1cccc(CCc2nnc(CCC(=O)NCCC3CCCCO3)o2)c1 (configuration not stated),95,-2,-2,3,96,101,97,97

# A different layout for part of the listing above:
Molecule	RPL19A TOR yeast	procasp7 counter	proCasp3 act	AHR activator	AGP1-GFP MLPCN	MEP2-GFP yeast	CIT2-GFP yeast	LAP4 TOR yeast
COc1cccc(CCc2nnc(CCC(=O)NCCC3CCCCO3)o2)c1 (configuration not stated)	95	-2	-2	3	96	101	97	97
CC(C)C(=O)Nc1cccc(C(=O)Nc2nnc(C(C)(C)C)s2)c1	96	5	12	-1	97	94	103	93
O=[N+]([O-])c1ccc(-n2nncc2-c2ccccc2)cc1	108	-5	-4	-3	93	111	100	108
O=C(NCc1ccc(Cl)cc1)C1CCN(S(=O)(=O)c2cccnc2)CC1	104	6	-6	2	110	103	101	103
COC(=O)COC(=O)c1ccc(O)cc1	102	5	-4	7	104	100	102	96
C=C(C)Cn1c(SCC(=O)N/N=C/c2ccccc2)nc2ccccc2c1=O	104	-4	-1	23	95	99	101	91
O=C(COc1ccc(Cl)cc1)N1CCN(S(=O)(=O)c2ccc(Cl)cc2)CC1	106	0	-5	2	111	107	110	101

# Next section.
SMILES,RPL19A TOR yeast,procasp7 counter,proCasp3 act,AHR activator,AGP1-GFP MLPCN,MEP2-GFP yeast,CIT2-GFP yeast,LAP4 TOR yeast
Cc1cccnc1NC(=O)c1ccc(C(=O)c2ccccc2)cc1,86,6,1,10,90,89,95,97
O=C(CCn1nnc2ccccc21)Nc1nnc(COc2ccc(F)cc2)s1,98,4,5,-1,100,104,96,100
CCC(=O)c1ccc(OCC(=O)OCC(=O)N2c3ccccc3CC2C)cc1 (configuration not stated),101,5,4,0,104,103,98,109
O=C(CCNC(=O)c1ccco1)Nc1ccccc1,98,-4,1,0,96,93,100,95
